High-throughput results as filed in PubChem BioAssay.
FLuc counter – counter-screen for miR-21 project: firefly luciferase inhibitors or activators; purified FLuc, Km substrates, luminescence inhibition; Potency, µM (series often up to 57.5 µM), without a hit: at the highest dose activity change, negative = inhibition, hits mostly inhibitors; hit rate 6.9% among 360,000;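 further: potency means the concentration at half of the fitted maximal effect; plate controls were vehicle for no effect and reference inhibitor for full effect; nearly all actives have a fitted effect of over 55% in size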
Target sequence (P08659 whole entry, looked up): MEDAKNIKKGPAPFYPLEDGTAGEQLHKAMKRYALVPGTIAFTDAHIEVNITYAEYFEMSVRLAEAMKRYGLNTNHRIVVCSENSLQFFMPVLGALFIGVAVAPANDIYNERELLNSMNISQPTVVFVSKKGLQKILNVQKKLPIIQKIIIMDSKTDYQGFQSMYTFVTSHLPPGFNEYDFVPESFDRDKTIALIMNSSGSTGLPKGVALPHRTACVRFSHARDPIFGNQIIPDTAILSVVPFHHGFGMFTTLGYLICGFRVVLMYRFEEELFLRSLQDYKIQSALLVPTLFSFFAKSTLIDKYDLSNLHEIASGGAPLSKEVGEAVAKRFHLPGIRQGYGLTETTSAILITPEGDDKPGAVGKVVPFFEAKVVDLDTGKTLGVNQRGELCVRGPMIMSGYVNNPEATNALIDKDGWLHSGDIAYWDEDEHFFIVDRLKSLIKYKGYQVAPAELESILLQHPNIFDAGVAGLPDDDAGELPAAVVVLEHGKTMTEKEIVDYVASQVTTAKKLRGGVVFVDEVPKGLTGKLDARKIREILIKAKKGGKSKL
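Purified P. pyralis luciferase, 10 nM final, with Km-level 10 uM D-luciferin and 10 uM ATP in 50 mM Tris acetate pH 7.5, 10 mM Mg acetate, 0.01% Tween-20, 0.05% BSA; 6-point qHTS titration about 60 µM downward; luminescence read.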
Gal4-VP16 FLuc – counter-screen for ROR gamma inhibitors: Gal4-VP16 reporter | hit rate 3.5% among 310,000 | AID 2546 | Potency, µM (highest dose often 53.6 µM), without a hit: top-dose activity, negative = inhibition, most hits filed as inhibitors | Drosophila S2 Gal4-VP16 UAS-luciferase, luminescence, 20 h;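 further: Gal4-VP16 expression switched on by copper sulfate through the metallothionein promoter; potency means the concentration at half of the fitted maximal effect; on the % scale 0 is the no-effect control and ±100 the full control effect; nearly all actives have a fitted effect of over 50% in size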
Rab9 promoter act – activates the Rab9 promoter. Huh7 Rab9 promoter-luciferase reporter, luminescence, 24 h. Potency, µM (titrated, usually from 9.22 µM), for inactives: at the highest dose activation, negative = inhibition, most hits filed as activators. hit rate 2.8% among 320,000. AID 485297; further: potency means the concentration at half of the fitted maximal effect; % of control where 0% means no effect; nearly all actives have a fitted effect of over 60% in size
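Huh7 reporter line, Rab9 promoter upstream of luciferase. Compound exposure 24 h at 37 °C in reduced-serum medium with 10% FBS. Read-out: luminescence.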
FBPA coupling cs – coupling enzyme interference in Giardia aldolase counter-screen; hit rate 0.67% among 290,000; coupling enzyme system counterscreen, AmpLite Red fluorescence; activity change, negative = inhibition, % at 58.2 µM, hits read low; in the data active means activity change below about -30%; further: on the % scale 0 is the no-effect control and ±100 the full control effect
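Compounds tested against the coupling enzymes alone at 57.5 uM final; readout was AmpLite Red fluorescence (525/598 nm) after 20 min at RT.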
Tb PFK block – blocks T. brucei phosphofructokinase; Potency, µM (top dose mostly 57.5 µM), inactives show at the highest dose activity, negative = inhibition, usual class: inhibitors; O15648; T. brucei PFK, ADP-Glo luminescence; hit rate 0.17% among 330,000; AID 485367;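 further: potency means the concentration at half of the fitted maximal effect; 0% = uninhibited 1x PFK enzyme wells and -100% = no-enzyme wells; nearly all actives have a fitted effect of over 60% in size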
Target sequence (O15648 whole entry, looked up): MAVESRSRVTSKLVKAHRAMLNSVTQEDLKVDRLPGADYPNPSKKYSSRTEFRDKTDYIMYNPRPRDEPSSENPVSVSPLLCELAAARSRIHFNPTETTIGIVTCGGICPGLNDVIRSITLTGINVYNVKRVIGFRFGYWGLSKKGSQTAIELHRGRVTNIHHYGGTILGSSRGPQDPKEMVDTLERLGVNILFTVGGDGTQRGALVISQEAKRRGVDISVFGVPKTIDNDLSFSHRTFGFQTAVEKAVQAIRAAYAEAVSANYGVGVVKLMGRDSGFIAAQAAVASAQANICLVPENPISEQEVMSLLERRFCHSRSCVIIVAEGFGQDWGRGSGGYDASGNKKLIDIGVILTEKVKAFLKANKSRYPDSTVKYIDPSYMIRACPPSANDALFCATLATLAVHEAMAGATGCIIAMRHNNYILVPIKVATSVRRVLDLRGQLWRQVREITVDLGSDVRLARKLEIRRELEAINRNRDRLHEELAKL
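Activity is normalized to no-enzyme wells (full inhibition) and 1.25 nM enzyme wells (no inhibition). Reaction: 0.5 mM F6P, 0.1 mM ATP, 45 min RT, ADP-Glo luminescence; concentration-response curves fitted and classed by quality.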
Giardia kill – kills Giardia lamblia; Giardia lamblia trophozoite viability; activity change, % at 7.66 µM, hits read low; hit rate 0.15% among 340,000; AID 540267; in the data active means activity change below about -80%; inconclusive means between about -30% and that limit;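 further: parasites exposed to compound for two days anaerobically before the ATP read; on the % scale 0 is the no-effect control and ±100 the full control effect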
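Killing of trophozoites was scored by loss of ATP luminescence after a 48 hrs anaerobic exposure to compounds at 37 deg C, using 100 cells per well.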
KCNH2 3.1 inh – KCNH2 3.1 (human) potassium channel inhibition; U2OS KCNH2 3.1, thallium flux FluxOr; active compounds read low; activity change, % (tested at about 1.8 µM); hit rate 0.95% among 340,000; AID 720553;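 active means maximum activity change below -70%; inconclusive means maximum activity change from -70% to -50%; inactive means maximum activity change above -50%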;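 further: thallium influx rate constant from kinetic fluorescence after stimulation buffer; on the % scale 0 is the no-effect control and ±100 the full control effect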
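Kinetic fluorescence (2 min after stimulation buffer) measures Tl+ influx through KCNH2 3.1 expressed by viral transduction in U2OS cells; the rate constant is normalized against DMSO controls serving as positive and negative references.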
NPC1 promoter act – NPC1 promoter activation. Huh7 NPC1 promoter luciferase reporter, 24 h. Potency, µM (titrated, usually from 9.22 µM), for the others: at the highest dose activation, usual class: activators. hit rate 2.4% among 320,000. AID 485313;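 further: potency means the concentration at half of the fitted maximal effect; % of control where 0% means no effect; nearly all actives have a fitted effect of over 60% in size; reporter is driven by a mutant NPC1 promoter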
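Compounds in DMSO were transferred onto Huh7 NPC1-luciferase reporter cells pre-incubated 2 h; after 24 h at 37 °C, Amplite reagent was dispensed and luminescence recorded 10 min later.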
uPA generation – inhibitors of cell surface uPA generation. hit rate 0.31% among 330,000. Potency, µM (top dose mostly 38.3 µM), without a hit: at the top dose activity change, negative = inhibition, actives largely listed as inhibitors. cell surface uPA generation assay, qHTS. AID 540303; active means well fitted inhibition curve with a large enough effect; inconclusive means small, poorly fitted or top-dose-only effect; inactive means no such curve, though single readings can be large or run the other way; tested in mouse RAW 264.7 cells; further: potency means the concentration at half of the fitted maximal effect; on the % scale 0 is the no-effect control and ±100 the full control effect; nearly all actives have a fitted effect of over 55% in size
ELG1 genotox – induces genotoxicity in HEK293T cells with luciferase-tagged ELG1 | hit rate 1.3% among 330,000 | AID 504466 | HEK293T ELG1-luciferase reporter, luminescence, 16 h | Potency, µM (highest dose often 46 µM), for the others: top-dose activity change, positive = activation, usual class: activators; further: potency means the concentration at half of the fitted maximal effect; % of control where 0% means no effect; nearly all actives have a fitted effect of over 60% in size
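16 hr compound incubation (37 °C, 5% CO2) of HEK293T cells carrying luciferase-tagged ELG1; luciferase then measured by ONE-Glo luminescence after 30 min at RT.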
RORg inh – ROR gamma (mouse) transcription inhibition; AID 2551; Potency, µM (highest dose often 53.6 µM), for the others: at the highest dose activity change, negative = inhibition, actives largely listed as inhibitors; hit rate 5.4% among 310,000; P51450; Drosophila S2 Gal4-RORgamma UAS-luciferase reporter, 20 h; further: potency means the concentration at half of the fitted maximal effect; on the % scale 0 is the no-effect control and ±100 the full control effect; nearly all actives have a fitted effect of over 60% in size
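Using a luciferase readout, inhibitors were identified by reduced reporter activity in Drosophila cells coexpressing a copper-inducible Gal4–ROR gamma fusion and UAS-driven Photinus luciferase, incubated 20 hr after 700 uM copper sulfate.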
An asterisk follows results filed as active; ? = inconclusive; nt = no result given; [ ] = dose if it differs, or a comment. Unless noted, the call rests on the fitted dose curve; in most records, active means well fitted curve in the direction sought with a large enough effect; inconclusive means small, poorly fitted or top-dose-only effect, or another doubt; inactive means no such curve, though single readings can be large; an effect the other way counts as inactive or inconclusive. Not a hit list; 14% or so of the library scored in one or more.

Results follow in this order: FBPA coupling cs	NPC1 promoter act	uPA generation	Giardia kill	Gal4-VP16 FLuc	ELG1 genotox	KCNH2 3.1 inh	Rab9 promoter act	RORg inh	Tb PFK block	FLuc counter
Cc1ccccc1C1NC(=O)Cc2ccccc21 (stereo not given)
  0	-2%	3%	-2	-2%	-8%	2	0%	14%	-1%	-3%
COc1cc(C(=O)NC2CCN(Cc3ccccc3)CC2)cc(Cl)c1OC(C)C
  -1	-5%	-1%	-18	-10%	-11%	-17	1%	-14%	7%	-1%
O=C(CCn1cnc(-c2ccccc2)c1-c1ccccc1)N/N=C/c1ccc(O)cc1
  0	-2%	?	5	-7%	-6%	27	-1%	45%	-3%	1%
O=C(COC(=O)c1ccc(Cl)c(S(=O)(=O)N2CCCCCC2)c1)Nc1ccccc1
  -1	5%	0%	6	4%	0%	-16	-2%	37%	-4%	-16%
COc1ccc(N(C(=O)CCC(=O)Nc2cc(C)on2)C(C(=O)NC2CCCC2)c2ccco2)cc1 (stereo not given)
  -1	5%	8%	-5	?	-6%	3	13%	24%	-18%	-16%
C=CCn1c(N)cc(=O)nc1SCC(=O)Nc1ccc(C(=O)OC)cc1
  nt	1%	-1%	8	-11%	3%	nt	-4%	0%	10%	-2%
CC1=NN(C(=O)c2ccc(Cn3ccc([N+](=O)[O-])n3)cc2)C(O)(C(F)(F)F)C1 (stereo not given)
  2	1%	-6%	-10	13µM*	-3%	18	-2%	10µM*	-23%	-1%
Cc1ccc2sc(N(CCCN(C)C)C(=O)CCS(=O)(=O)c3ccccc3)nc2c1C
  0	-1%	?	5	?	2%	-4	-3%	?	0%	2%
COCCn1nnnc1C(c1cccs1)N1CCN(c2cc(C)ccc2C)CC1 (stereo not given)
  -8	-4%	5%	2	?	-2%	-2	0%	?	3%	3%
CN(C)S(=O)(=O)n1ccnc1
  0	-1%	nt	11	3%	2%	25	1%	-1%	0%	1%
Fc1cccc(CCN2CCNC[C@@H]2CC2CCCCC2)c1
  nt	0%	-17%	-11	nt	-1%	1	-4%	nt	-2%	3%
COc1cc(NC(=O)c2c3c(nc4ccccc24)CCC3)cc(OC)c1
  0	-2%	1%	5	-5%	?	2	0%	5%	-2%	-1%
CCOC(=O)c1c(NC(=O)CC2SC(=NC)N(C)C2=O)sc(C)c1C (stereo not given)
  0	-32%[inhibitor]	-1%	-4	-4%	8%	-2	1%	20%	-7%	3%
Cc1ccc(C(=O)COC(=O)CCS(=O)(=O)c2ccccc2)cc1[N+](=O)[O-]
  nt	1%	16%	20	nt	-1%	0	-5%	nt	4%	1%
CC(C)(C)NC(=O)COC(=O)c1ccc(Cl)cc1O
  -4	-2%	2%	1	9%	3%	9	-1%	24%	-13%	-15%
CC(C)c1c(O)nc(SCC(=O)N2CCCCC2)[nH]c1=O
  0	-4%	6%	-4	-17%	1%	-8	0%	-11%	-1%	-2%
Cc1ccc(Nc2cc(=O)[nH]c(=O)[nH]2)cc1Cl
  -1	-2%	11%	?	7%	-5%	4	-4%	-3%	2%	-2%
CCOC(=O)N1CCN(c2nc3ccccc3nc2C(C#N)S(=O)(=O)c2ccc(C)cc2)CC1 (stereo not given)
  1	0%	4%	-3	-1%	-17%	13	-3%	?	0%	2%
C=CCn1c(SCC(=O)C23CC4CC(CC(C4)C2)C3)nc(O)cc1=O
  5	-3%	2%	2	5%	-4%	8	-11%	31%	6%	0%
COC(C(=O)Nc1cccc(F)c1)c1ccccc1 (stereo not given)
  1	2%	6%	-3	5%	2%	6	-11%	11%	-1%	2%
Cc1ccccc1Oc1nc2ccccc2n2cnnc12
  -1	-4%	-6%	1	11%	11%	8	-1%	-24%	-6%	2%
O=C(/C(Cl)=C/Nc1ccc(Br)cn1)C(F)(F)F
  0	2%	?	-2	0%	-1%	-4	18%	20%	2%	-7%
Cc1ccc(NS(=O)(=O)c2ccc3c(c2)c(=O)n(C)c(=O)n3C)cc1F
  6	1%	-2%	11	-3%	-10%	9	1%	3%	0%	3%
COC(=O)[C@H](Cc1ccccc1)NS(=O)(=O)N[C@@H](Cc1ccccc1)C(=O)OC
  nt	-2%	5%	1	nt	0%	1	0%	nt	2%	1%
COc1ccc(-n2c(=O)c3ccccc3n(CC(=O)NC3CCCC3)c2=O)cc1
  3	3%	9%	1	1%	-3%	1	1%	-6%	15%	1%
CCCCCc1nc2c(=O)[nH]c3ccccc3c2o1
  4	?	-5%	5	18%	15%	3	?	9%	-1%	?
CC1CCN(S(=O)(=O)Cc2ccccc2Cl)CC1
  -2	-3%	0%	13	-10%	-4%	-9	6%	13%	2%	-5%
COc1ccc(C2(CNC(=O)/C=C/c3ccco3)CCCC2)cc1OC
  -4	?	nt	-7	3%	-2%	6	5%	?	-6%	-14%
O=C(c1ccc2oc(CCCc3ccccc3)nc2c1)N1CCCCC1CO (stereo not given)
  nt	4.5µM*	-12%	1	?	?	2	6.3µM*	33%	-3%	24µM*
CCOC(=O)CSc1nc2ccccc2n2cnnc12
  -21	-2%	19%	-2	?	-3%	2	1%	-1%	-4%	5%
CCN(CC)C(=O)c1ccc2nc3ccccc3nc2c1
  -1	20%	2%	-25	5%	13%	6	12%	11%	-1%	?
Cc1ccc(N=CC2=C(O)CC(C)(C)CC2=O)nc1
  2	0%	0%	-7	10%	1%	-3	1%	35%	0%	24µM*
COc1ccc(C(=O)NC2CCN(CC(=O)NCc3ccccc3)CC2)cc1
  3	-4%	4%	2	7%	3%	13	4%	-2%	-4%	3%
COC(=O)c1ccc(CSc2nc3ccccc3[nH]2)o1
  -1	27%	0%	1	?	3%	-9	?	35%	1%	?
COC(=O)C(CC(=O)c1ccc(Cl)cc1)c1ccc(C)cc1 (stereo not given)
  0	3%	6%	13	4%	-1%	-22	0%	-8%	-3%	?
FC(F)(F)c1ccnc(N2CCN(Cc3cnc(-c4ccccc4)[nH]3)CC2)c1
  -1	0%	2%	22	0%	1%	-14	1%	-22%	3%	0%
CN(c1ccccc1)S(=O)(=O)c1ccc2ccccc2c1
  1	4%	6%	9	-4%	-4%	2	4%	-11%	-2%	-19%
Cc1cccc(-c2nc3cc(NC(=O)C4CCCO4)ccc3o2)c1 (stereo not given)
  -2	0.32µM*	-9%	?	?	1.2µM*	4	0.28µM*	0.28µM*	4%	0.85µM*
COc1ccc2nc(NC(=O)Cn3cnc4ccccc4c3=O)sc2c1
  -1	13%	-5%	-3	5%	7%	-34	14%	?	2%	?
CCN(CC(=O)NCc1cccs1)C(=O)c1cccc(S(=O)(=O)Nc2ccc(OC)cc2)c1
  nt	0%	15%	-5	nt	-12%	0	-3%	nt	-2%	2%
Cc1ccc(-n2c(SCc3ccc(C#N)cc3)nnc2-c2ccccn2)cc1
  4	-1%	6%	11	-8%	-3%	-12	-10%	30%	-10%	8%
O=C(Nc1ccc2c(c1)OCCO2)c1cc(-c2ccccn2)nc2ccc(Br)cc12
  5	-5%	1%	?	-3%	14%	13	-8%	12%	-18%	-4%
CC(=O)c1sc(NC(=O)CN2C(=O)C3CC=CCC3C2=O)nc1-c1ccccc1 (stereo not given)
  nt	-1%	-2%	-14	nt	-3%	-3	-3%	nt	4%	2%
COc1ccc(-c2noc(N3CCC(C(=O)Nc4ccccc4F)CC3)n2)cc1
  1	5%	-2%	?	-28%	-2%	-2	20%	-10%	0%	3%
CCn1ncc(Br)c1C(=O)Nc1cc(C)ccc1F
  5	1%	-1%	12	3%	2%	6	-1%	-21%	5%	1%
O=C1CCCN1c1ccc(S(=O)(=O)NCCOc2ccccc2)cc1
  0	-2%	-4%	-28	?	-4%	-17	-10%	?	-1%	3%
O=C(CCNS(=O)(=O)c1ccc(Cl)cc1)N1CCCC1
  nt	-2%	1%	-2	0%	2%	-2	-6%	9%	1%	0%
CCCCOn1c(C)c(C(=O)OCC)c2c3no[n+]([O-])c3ccc21
  1	-2%	-6%	-10	-8%	2%	9	-7%	14%	-1%	-7%
CCN(CC)C(=O)c1sc(NC(=O)c2cccc([N+](=O)[O-])c2)c(C#N)c1C
  0	1%	3%	-10	?	-9%	nt	2%	37%	-1%	24µM*

Some of the entries so far, with tabs.
Structure	FBPA coupling cs	NPC1 promoter act	uPA generation	Giardia kill	Gal4-VP16 FLuc	ELG1 genotox	KCNH2 3.1 inh	Rab9 promoter act	RORg inh	Tb PFK block	FLuc counter
CCN(CC(=O)NCc1cccs1)C(=O)c1cccc(S(=O)(=O)Nc2ccc(OC)cc2)c1	nt	0%	15%	-5	nt	-12%	0	-3%	nt	-2%	2%
Cc1ccc(-n2c(SCc3ccc(C#N)cc3)nnc2-c2ccccn2)cc1	4	-1%	6%	11	-8%	-3%	-12	-10%	30%	-10%	8%
